APE1 inh: blocks human APE1 abasic DNA cleavage. AID 2517. Potency, µM (highest dose often 65.8 µM), without a hit: top-dose activity change, negative = inhibition, most hits filed as inhibitors. recombinant APE1, TAMRA/BHQ-2 abasic DNA cleavage fluorescence. hit rate 0.35% among 350,000;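 also: potency is read from the fitted curve at half-maximal effect; plate controls were vehicle for no effect and reference inhibitor for full effect; nearly all actives have a fitted effect of over 55% in size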
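0.75 nM APE1 + cpd, 15 min RT; start w/ 50 nM TAMRA/BHQ-2 THF-abasic dsDNA; kinetic fluor 525/598 nm ×3 reads @60 s; Δ(read3−read1); normalized to DMSO and NSC13755 control wells.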
POLH inh: inhibitors of human DNA polymerase eta | Q9Y253 | recombinant Pol eta, fluorescent DNA replication assay | Potency, µM (series often up to 114 µM), inactives show at the top dose activity change, negative = inhibition, actives largely listed as inhibitors | hit rate 1.2% among 390,000 | AID 588591; also: potency is read from the fitted curve at half-maximal effect; % is scaled to controls: 0 for no effect and ±100 for the full control effect
Target sequence (Q9Y253 whole entry, looked up): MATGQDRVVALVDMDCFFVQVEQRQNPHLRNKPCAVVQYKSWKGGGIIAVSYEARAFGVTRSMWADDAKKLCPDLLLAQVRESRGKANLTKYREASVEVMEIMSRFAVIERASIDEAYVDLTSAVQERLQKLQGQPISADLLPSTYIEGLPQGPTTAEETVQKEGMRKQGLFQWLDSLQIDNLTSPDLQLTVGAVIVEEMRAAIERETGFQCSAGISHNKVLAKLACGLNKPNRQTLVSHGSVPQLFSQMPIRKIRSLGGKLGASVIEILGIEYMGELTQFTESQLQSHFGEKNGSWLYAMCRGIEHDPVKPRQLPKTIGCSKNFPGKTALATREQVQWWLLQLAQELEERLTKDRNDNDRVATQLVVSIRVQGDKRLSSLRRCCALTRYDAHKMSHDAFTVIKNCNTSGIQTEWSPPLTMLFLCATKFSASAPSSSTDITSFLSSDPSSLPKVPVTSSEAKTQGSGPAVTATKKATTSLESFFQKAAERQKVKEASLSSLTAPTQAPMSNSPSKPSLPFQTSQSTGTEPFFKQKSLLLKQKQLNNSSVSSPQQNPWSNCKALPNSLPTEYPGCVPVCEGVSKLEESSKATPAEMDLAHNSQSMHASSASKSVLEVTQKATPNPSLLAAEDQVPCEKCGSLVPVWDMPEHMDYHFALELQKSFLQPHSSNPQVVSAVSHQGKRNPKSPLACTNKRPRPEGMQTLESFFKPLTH
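Pol eta at 10 nM preincubated with compounds 15 min at room temperature; reaction started with fluorescent substrate (50 nM final) and read kinetically at 0 and 10 min.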
Anesthetic bind: binds horse apoferritin like a general anesthetic. apoferritin/1-aminoanthracene competitive binding, fluorescence. Potency, µM (titrated, usually from 77.5 µM), without a hit: at the top dose activity change, negative = displacement, most hits filed as inhibitors. P02791. hit rate 0.074% among 350,000; also: potency is read from the fitted curve at half-maximal effect; % is scaled to controls: 0 for no effect and ±100 for the full control effect; nearly all actives have a fitted effect of over 20% in size
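In PBS, apoferritin at 10 uM is loaded with 1-AMA from a 50% saturated solution. After 10 min of compound exposure at ambient temperature, reduced 535 nm fluorescence indicates probe displacement.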
POLB inh: blocks human DNA polymerase beta activity | Pol beta primer extension/strand displacement, fluorescence kinetic | Potency, µM (titrated, usually from 114 µM), inactives show at the highest dose activity change, negative = inhibition, actives largely listed as inhibitors | hit rate 1.3% among 340,000; also: potency is read from the fitted curve at half-maximal effect; % is scaled to controls: 0 for no effect and ±100 for the full control effect
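Values derive from four-parameter Hill fits of normalized kinetic data: reads at 0 and 10 min following addition of 50 nM substrate to 10 nM Pol beta preincubated 15 min with compound.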
ERG Ets-DNA blk: ERG Ets/DNA interaction inhibition | P11308 | fluorescence polarization, His-ERG Ets domain / labelled DNA | hit rate 0.028% among 370,000 | Potency, µM (series often up to 76.9 µM), without a hit: top-dose FP activity, negative = inhibition, usual class: inhibitors; active = well fitted inhibition curve with a large enough effect in the polarisation, with a control signal flat; inconclusive = small, poorly fitted or top-dose-only effect, or effect the other way, or a change in a side signal; inactive = no such curve, though single readings can be large or run the other way; the % refers to the polarisation;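 also: polarization taken with two DNA probes labelled with fluorescein and Texas red; potency is read from the fitted curve at half-maximal effect; % of control where 0% means no effect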
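His-tagged ERG Ets domain (1 uM in the protein solution; 300mM KCl, 50mM Tris-HCl, 1mM EDTA, 1mM DTT, pH 7.5) received compound, then a probe mix of 5 nM fluorescein-DNA and 100nM Texas-615-DNA. Fluorescence polarization was read for both dyes.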
RGS4 inhibitor: blocks human RGS4-accelerated GTP hydrolysis; Potency, µM (highest dose often 114 µM), without a hit: at the top dose activity change, negative = inhibition, actives largely listed as inhibitors; P49798; Transcreener GDP fluorescence polarization, RGS4-accelerated GTP hydrolysis; hit rate 0.039% among 390,000; also: potency is read from the fitted curve at half-maximal effect; % is scaled to controls: 0 for no effect and ±100 for the full control effect; nearly all actives have a fitted effect of over 75% in size; some results filed as inactive show a strong effect at the top dose
Target sequence (P49798 whole entry, looked up): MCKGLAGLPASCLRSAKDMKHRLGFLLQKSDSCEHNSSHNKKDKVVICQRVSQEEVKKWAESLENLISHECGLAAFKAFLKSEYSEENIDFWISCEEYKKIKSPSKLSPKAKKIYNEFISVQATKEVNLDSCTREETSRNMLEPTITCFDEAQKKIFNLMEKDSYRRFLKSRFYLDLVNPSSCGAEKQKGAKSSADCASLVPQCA
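MLSMR compounds (23 nl, pin-transferred) preincubated 10 min at room temperature with a 500nM (2x) first reagent, then RGS4 at 900nM (2x) plus Transcreener GDP mix added; fluorescence polarization (620/688 nm) read before and after 90 min at 30 °C.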
POLK inh: blocks human DNA polymerase kappa activity; Potency, µM (top dose mostly 107 µM), inactives show top-dose activity, negative = inhibition, actives largely listed as inhibitors; AID 588579; hit rate 0.53% among 400,000; purified Pol kappa, fluorescent DNA synthesis assay, 10 min; Q9UBT6; also: potency is read from the fitted curve at half-maximal effect; % is scaled to controls: 0 for no effect and ±100 for the full control effect
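Kinetic fluorescence readout at 0 and 10 min followed reaction start with substrate at 50 nM final. Beforehand, enzyme (10 nM Pol kappa) stood 15 min with compound at room temperature; buffer-only wells were negative controls.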
LDHA inh: blocks human lactate dehydrogenase A; activity change, % (values are at about 110 or 230 µM); hit rate 0.15% among 480,000; purified LDHA, NADH/diaphorase-resazurin fluorescence; stronger effect = lower value; P00338; AID 1347041; in the data active = activity change below about -30%; inconclusive = mostly about -25% to -30%;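 also: plate controls were DMSO wells for no effect and wells without enzyme for full effect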
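Enzyme activity of human lactate dehydrogenase 5 (2 nM; 0.06 mM NADH, 0.2 mM pyruvate, 5 min, RT) is measured via a resazurin/diaphorase fluorescence readout of residual NADH.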
ALOX12 inh: blocks human arachidonate 12S-lipoxygenase | P18054 | purified 12hLO, xylenol orange hydroperoxide absorbance | Potency, µM (highest dose often 108 µM), for the others: at the top dose activity change, negative = inhibition, most hits filed as inhibitors | hit rate 1.1% among 580,000 | AID 1671190; also: potency is read from the fitted curve at half-maximal effect; % is scaled to controls: 0 for no effect and ±100 for the full control effect
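Purified human 12hLO (150 nM final) in 25 mM Hepes, 0.01% Triton X-100, pH 7.0 was preincubated 15 min at room temperature with compound. Then 40 uM arachidonic acid was added, 30 min. Hydroperoxide was read by Fe-XO absorbance ratio 573/405 nm.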
The depositor's hits bear a star; u = inconclusive; x = not tested or not shown; [ ] = remark or other dose. Unless noted, calls follow the shape of the dose curve; as a rule, active = well fitted curve in the direction sought with a large enough effect; inconclusive = small, poorly fitted or top-dose-only effect, or another doubt; inactive = no such curve, though single readings can be large; an effect the other way counts as inactive or inconclusive. Some of the compounds tested; rates above refer to the full screens.

canonical_smiles,APE1 inh,POLH inh,Anesthetic bind,POLB inh,ERG Ets-DNA blk,RGS4 inhibitor,POLK inh,LDHA inh,ALOX12 inh
CCOc1ccc(-c2nnc3ccc(SCC(=O)N4CCCCC4)nn23)cc1,-5%,-1%,-10%,-11%,4%,-23%,0%,3,-26%
Brc1ccc(-c2nnc(-c3ccccc3)o2)o1,0%,-5%,-8%,u,-17%,14%,-10%,2,1%
CCNc1nc2cccnc2s1,-8%,-7%,-2%,u,-3%,5%,5%,0,10%
Cc1nc2ccccc2c(=O)n1NC(=O)c1ccc(C(C)(C)C)cc1,2%,-17%,4%,45%,5%,3%,-13%,-10,0%
O=[N+]([O-])c1ccc(NCc2ccc3c(c2)OCO3)cc1,-7%,-16%,u,-13%,-1%,5%,-2%,-7,-4%
COc1cc2c(cc1/C=C/C(=O)O)OC(C)C2 (centres undefined),u,-20%,462%[activator],13%,-1%,-5%,0%,-12,-11%
CCN1CCN(c2ccc(S(=O)(=O)N3CCCCC3)cc2N)CC1,53%,-8%,x,x,5%,-28%,6%,1,-27%
O=C(OC1CCOC1=O)c1ccc2ncsc2c1 (centres undefined),-5%,u,-7%,-9%,2%,2%,-16%,-7,0%
Cc1ccc(C(=O)N2CCN=C2SCc2ccc([N+](=O)[O-])cc2)cc1C,-6%,-13%,-17%,-1%,-2%,-5%,0%,2,0%
O=C(c1ccc(Cl)c(S(=O)(=O)Nc2ccccc2C(=O)N2CCc3ccccc3C2)c1)N1CCc2ccccc2C1,u,40µM*,-13%,13%,10%,-12%,-33%,3,-25%
O=C(CSc1ccc(-c2cccnc2)nn1)Nc1ccc(F)cc1,55%[activator],-21%,-2%,-21%,0%,-40%,-7%,0,1%
COc1ccccc1S(=O)(=O)CC(O)COc1ccc(C#N)cc1 (centres undefined),0%,-7%,-3%,0%,-3%,-19%,3%,-3,11%
CCOC(=O)c1cc(-c2ccc(Cl)s2)[nH]n1,-2%,-18%,0%,-6%,-12%,7%,0%,-1,0%
COc1ccc(-n2nc(C(=O)N3CCN(c4cccc(C(F)(F)F)c4)CC3)c3c4ccccc4n(C)c3c2=O)cc1Cl,x,-7%,27%,35%,-8%,10%,8%,-5,-15%
COc1ccc(/C=C/C(=O)NCCOc2ccccc2OC)cc1,-3%,-23%,-15%,25%,-3%,1%,-2%,1,-15%
CCOc1ccc(NC(=O)CSc2nncc(=O)n2N)cc1,32%,-17%,-2%,0%,18%,-34%,-13%,0,4%
C/C(=N/NC(=O)CSc1ccccn1)c1ccc([N+](=O)[O-])cc1,3%,-9%,-13%,0%,-1%,20%,-5%,-7,-19%
CC12CC3CC(C1)CC(C(=O)NNC(=O)c1ccncc1)(C3)C2,-5%,-14%,x,x,11%,-16%,6%,-9,-18%
CC(=O)c1c(C)n(CCO)c2ccc(O)cc12,18%,-20%,-8%,-1%,8%,-8%,-8%,-2,19%
Cc1cccc(C2NC(=O)c3ccccc3N2)c1 (centres undefined),x,-19%,x,x,x,-14%,-10%,-3,28%

Brought forward from above: five compounds, then new ones.
canonical_smiles,APE1 inh,POLH inh,Anesthetic bind,POLB inh,ERG Ets-DNA blk,RGS4 inhibitor,POLK inh,LDHA inh,ALOX12 inh
CCOc1ccc(NC(=O)CSc2nncc(=O)n2N)cc1,32%,-17%,-2%,0%,18%,-34%,-13%,0,4%
C/C(=N/NC(=O)CSc1ccccn1)c1ccc([N+](=O)[O-])cc1,3%,-9%,-13%,0%,-1%,20%,-5%,-7,-19%
CC12CC3CC(C1)CC(C(=O)NNC(=O)c1ccncc1)(C3)C2,-5%,-14%,x,x,11%,-16%,6%,-9,-18%
CC(=O)c1c(C)n(CCO)c2ccc(O)cc12,18%,-20%,-8%,-1%,8%,-8%,-8%,-2,19%
Cc1cccc(C2NC(=O)c3ccccc3N2)c1 (centres undefined),x,-19%,x,x,x,-14%,-10%,-3,28%
NNc1ncnc2c1cnn2-c1ccccc1,-2%,-7%,-13%,11%,1%,-24%,-7%,-5,0%
COc1ccc(S(=O)(=O)N2CN(CCc3ccc(OC)c(OC)c3)c3nc4ccccc4nc32)cc1,u,-4%,-4%,4%,9%,-7%,-7%,-7,-29%
CCOc1cc(C(=O)NCCN2CCOCC2)cc(OCC)c1OCC,-11%,0%,-15%,-7%,-4%,4%,-8%,1,496%[activator]
O=C(COC(=O)Cn1cnc2ccccc21)Nc1ccc(F)c(F)c1,32%,-14%,x,x,-7%,-12%,-5%,-2,-7%
Cc1cc(C)c(NC(=O)C2CC(=O)N(Cc3ccccc3)C2)c(C)c1 (centres undefined),19%,-6%,0%,39%,10%,-23%,-2%,-7,30%
COc1cccc(CNC(=O)c2nn(C)c3c2CS(=O)(=O)c2ccccc2-3)c1,x,-14%,-14%,6%,0%,-6%,-1%,-3,-18%
COc1ccccc1N(C)S(=O)(=O)c1ccc(C(=O)N(CC(N)=O)C(C)C)cc1,18%,-1%,-7%,u,-1%,6%,-3%,-8,25%
Cc1ccc(S(=O)(=O)N2CCOCC2)cc1C(=O)NCc1ccc2c(c1)OCO2,-3%,-5%,-1%,0%,2%,13%,-8%,-6,10%
O=C(CCN1C(=O)/C(=C\c2ccccc2Cl)SC1=S)N1CCN(c2ccccc2)CC1,0%,-4%,-10%,5%,3%,-15%,-5%,-6,0%
CC(=O)Nc1ccc(S(=O)(=O)N(C#N)c2nc(C)cc(C)n2)cc1,1%,-14%,-9%,5%,-3%,15%,-1%,-5,u
CC(=O)Nc1ccc(C(=O)OCC(=O)N(c2ccccc2)C2CCCCC2)cc1,-7%,-24%,x,x,5%,-30%,-10%,-6,-14%
COCCn1c(C)cc(O)c(C(c2ccccc2)N2CCCCC2)c1=O (centres undefined),x,-9%,13%,-22%,0%,-5%,-6%[60.1 µM],3,-23%
CCCCNC(=O)C1CC(c2cccc([N+](=O)[O-])c2)=NO1 (centres undefined),8%,-5%,-17%,13%,1%,-29%,18%,2,-3%
O=C(NCC1CCN(C(=O)c2c(F)c(F)c(F)c(F)c2F)CC1)c1c(F)c(F)c(F)c(F)c1F,15%,-17%,-15%,2%,12%,8%,-7%,-3,5%
O=C(N=C1SC2CS(=O)(=O)CC2N1c1ccccc1C(F)(F)F)C1CCCO1 (centres undefined),7%,-2%,-7%,37%,3%,-5%,2%,-3,-1%
O=C(O)c1sc2cc(C(F)(F)F)cnc2c1-c1ccccn1,14%,-10%,1%,50%,18%,-13%,0%,-4,u
Cc1cc2nc(C3CCN(Cc4nnnn4Cc4ccccc4)CC3)[nH]c2cc1C,1%,1%,-14%,26%,x,-7%,-2%,-4,-12%
Cc1ccc(NC(=O)CO/N=C(\N)c2nonc2N)cc1C,1%,-27%,-10%,-1%,3%,-13%,-11%,-3,0%
CCSc1nnc2c(n1)OC(c1ccc(C(=O)O)cc1)N(C(C)=O)c1ccccc1-2 (centres undefined),8%,-8%,-6%,7%,-5%,-42%,13%,5,312%[activator]
O=C(NCCCN1CCOCC1)c1cc2ccccc2cc1O,-7%,-6%,x,x,-6%,-28%,-11%,13,-23%
c1coc(CNc2nc3ccccc3n2CCN2CCOCC2)c1,-2%,-8%,-9%,3%,x,-8%,-6%[60.1 µM],0,5%
CCCCNC(=O)c1nnn(-c2ccccc2)c1N,1%,-4%,-6%,-1%,-4%,-23%,11%,0,-1%
COc1ccc(-c2cccc(NS(=O)(=O)c3ccc(NC(C)=O)cc3)c2)nn1,x,-1%,-9%,-29%,4%,12%,-19%[60.1 µM],0,-4%
C=CCn1c(SCC(O)Cn2c3ccccc3c3ccccc32)nnc1-c1ccco1 (centres undefined),-10%,-17%,-2%,-26%,2%,-12%,-10%,-2,-6%
N#Cc1cc2ccccc2nc1SCC(=O)Nc1ccccc1N1CCOCC1,-2%,u,-10%,10%,6%,-17%,-1%,-1,-1%
COc1ccc(Cl)cc1S(=O)(=O)N1CCN(Cc2cccc(F)c2)CC1,x,-19%,7%,2%,0%,-2%,-6%[60.1 µM],0,4%
COc1ccc(OCCCn2c(C)nc3cc(C)c(C)cc32)cc1,x,-13%,-7%,-1%,-1%,-7%,-4%,4,5%
O=C(NNC(=O)c1ccc2c(=O)n3c(nc2c1)CCC3)c1ccc(Cl)cc1,36%,-6%,x,x,2%,15%,-5%,-15,-4%

Compound activity from PubChem.
